PMI act = phosphomannose isomerase (human) activation; purified human PMI, coupled resazurin fluorescence, 20 min; stronger effect = higher value; 1 = vehicle control, 0 substrate-free wells; 190,000 compounds, 0.005% hits; P34949; activation factor at 20 µM; AID 1214;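 active = activation factor of 2 or more at 20 µM, relative to plate controls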
TNAP inh no acc = blocks human TNAP activity with no phosphate acceptor present; 200,000 compounds, 0.26% hits; purified TNAP, CDP-star luminescence, 30 min; P05186; inhibition, % at 20 µM; AID 1012;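 active = tissue-nonspecific alkaline phosphatase inhibition above about 50% at 20 µM in the single-dose screen, limit read from the data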;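 also: 0% = DMSO negative control and 100% = EDTA positive control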
Target sequence (P05186 whole entry, looked up): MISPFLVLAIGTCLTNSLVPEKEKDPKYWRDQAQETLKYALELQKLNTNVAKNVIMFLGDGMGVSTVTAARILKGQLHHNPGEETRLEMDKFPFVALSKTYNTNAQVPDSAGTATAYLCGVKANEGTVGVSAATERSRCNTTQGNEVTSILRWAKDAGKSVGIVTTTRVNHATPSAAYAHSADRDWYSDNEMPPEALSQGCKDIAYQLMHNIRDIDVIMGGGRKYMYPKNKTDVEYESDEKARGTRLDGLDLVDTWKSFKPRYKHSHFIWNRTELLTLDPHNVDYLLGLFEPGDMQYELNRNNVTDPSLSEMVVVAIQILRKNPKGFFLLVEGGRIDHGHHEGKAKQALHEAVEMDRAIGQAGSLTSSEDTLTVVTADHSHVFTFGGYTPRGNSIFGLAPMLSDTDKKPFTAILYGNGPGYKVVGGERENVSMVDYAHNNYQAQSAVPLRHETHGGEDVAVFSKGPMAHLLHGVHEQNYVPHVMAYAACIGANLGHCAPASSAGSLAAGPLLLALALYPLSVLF
G6PDH counter = inhibits Leuconostoc G6PDH, flagging false hits in G6PDH-based assays; Purified L. mesenteroides G6PDH, diaphorase/resazurin coupled fluorescence, 45 min; inhibition, % at 5 µM; 200,000 compounds, 0.12% hits; AID 1020; in the data active = inhibition above about 50%
PMI act hi M6P = increases human PMI activity with near-saturating mannose 6-phosphate; P34949; coupled PMI enzyme assay, resazurin fluorescence, 20 min; stronger effect = higher value; 1 = untreated enzyme, 0 = substrate-free blank; activation factor at 20 µM; 190,000 compounds, 0.34% hits; AID 1216;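 active = activation factor of 2 or more at 20 µM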
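Test system – human PMI in coupled enzyme assay · Timing – 20 min incubation at room temperature · Detection – Diaphorase-driven resazurin-to-resorufin fluorescence, excitation 544, emission 590 nm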
FLuc act counter = affects firefly luciferase, flagging false hits in luciferase stimulation screens | P08659 | ATPlite luciferase biochemical, luminescence, 10 min; 0 = ATP-free wells, 1 = DMSO control | activation factor at 10 µM | 200,000 tested, under 10 active | AID 1027;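 active = luciferase activation factor, scaled between plate controls, of at least 2 with compound at 10 µM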
Target sequence (P08659 whole entry, looked up): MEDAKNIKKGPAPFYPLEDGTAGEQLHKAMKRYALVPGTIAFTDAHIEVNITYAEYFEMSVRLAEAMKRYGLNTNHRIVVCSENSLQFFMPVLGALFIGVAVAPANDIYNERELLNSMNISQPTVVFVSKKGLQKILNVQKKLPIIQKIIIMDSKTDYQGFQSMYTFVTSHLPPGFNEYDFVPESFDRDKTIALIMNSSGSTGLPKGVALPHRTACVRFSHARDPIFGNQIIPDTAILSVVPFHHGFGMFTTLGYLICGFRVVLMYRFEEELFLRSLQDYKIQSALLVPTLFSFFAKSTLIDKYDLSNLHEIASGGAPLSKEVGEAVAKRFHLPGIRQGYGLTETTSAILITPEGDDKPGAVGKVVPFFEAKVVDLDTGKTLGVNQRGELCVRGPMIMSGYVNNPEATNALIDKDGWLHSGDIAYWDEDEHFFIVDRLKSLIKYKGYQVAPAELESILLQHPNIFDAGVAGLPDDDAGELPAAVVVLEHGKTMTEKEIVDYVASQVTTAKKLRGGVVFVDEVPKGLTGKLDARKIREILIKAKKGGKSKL
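Material: luciferase plus luciferin reagent, cell-free. Medium: PBS buffer for ATP. Also added: ATP substrate, dispensed from a 10.24 µM working solution in PBS. Doses: test compounds dosed from 2 mM stocks in 100% DMSO. Incubation: 10 min post-reagent at room temperature. Technique: light output (luminescence). Read-out basis: luminescence gain marking luciferase activators.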
Diaph act CS = counter-screen for diaphorase-based assays: diaphorase activators and chemical reducers. Diaphorase/resazurin coupled assay, resorufin fluorescence, 16 min; stronger effect = higher value; 1 = vehicle wells, 0 = NADH-free wells. activation factor at 20 µM. 190,000 compounds, 0.005% hits. AID 1229;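 active = diaphorase activity raised at least twofold by the compound at 20 µM; inactive = activation factor below 2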
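Material: Purified diaphorase enzyme from Clostridium kluyveri | Buffer or medium: 50 mM HEPES pH 7.4 with 4.542 mM MgCl2, 0.005% Tween 20 | Times: 16 min enzyme reaction, ambient temperature | Signal: Red resorufin fluorescence at 544/590 nm excitation/emission | Measure: Increased resorufin signal from activators or reducing compounds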
HMGR II inh = inhibitors of class II HMG-CoA reductase from Enterococcus faecalis | purified E. faecalis HMGR, NADPH absorbance 340 nm kinetic | inhibition, % at 10 µM | 190,000 compounds, 0.41% hits;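 active = inhibition above a set limit, the median over all tested compounds plus 3 SD, cut at about 9.5% in these data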;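 also: enzyme runs in reverse so mevalonate oxidation gives rising NADPH absorbance; 0% = complete reaction with DMSO and 100% = background rate lacking mevalonate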
TNAP inh hi DEA = TNAP (human) inhibition, high acceptor. inhibition, % at 20 µM. 200,000 compounds, 0.03% hits. purified TNAP, CDP-star luminescence, 1 M DEA;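 active = over 50% inhibition of tissue-nonspecific alkaline phosphatase at 20 µM in the single-dose screen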;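 also: plate controls were DMSO wells for no effect and EDTA-quenched wells as full inhibition for full effect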
Diaphorase inh = counter-screen for diaphorase-based assays: diaphorase inhibitors and chemical oxidizers; diaphorase resazurin-to-resorufin fluorescence, NADH, 16 min; bacterial (C. kluyveri) enzyme, not human; 190,000 compounds, 0.69% hits; inhibition, % at 20 µM; AID 1217;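 active = primary screen inhibition at 20 µM above a set limit, cut at about 50% in these data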;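 also: plate controls were DMSO with full reaction for no effect and wells lacking NADH for full effect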
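material = Clostridium kluyveri diaphorase enzyme | amount = 0.14 U/mL diaphorase, enzyme working solution | schedule = incubation 16 min, room temperature | detection = fluorescence of resorufin formed from resazurin, Ex 544/Em 590 nm | benchmarks = positive control minus NADH, DMSO neutral control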
TNAP act hiacc = increases human TNAP activity under high phosphate acceptor concentration. P05186. purified TNAP, CDP-star luminescence, 1 M DEA, 30 min; stronger effect = higher value; 0 = EDTA background, 1 = DMSO-only activity. activation factor at 20 µM. 200,000 tested, under 10 active. AID 1136;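 active = activation factor at least 2 at 20 µM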
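Measured by: Luminescent substrate turnover signal | Test system: Human TNAP | Input: TNAP 1/800 final | Dosing: 20 µM single point | Schedule: 30 min, room temperature | Controls: EDTA wells as negative control, DMSO wells as positive control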
* marks the source's active call; other numbers are inactive results. This is a random part of the collection; 1.7% or so of the library scored in one or more.

SMILES	PMI act	TNAP inh no acc	G6PDH counter	PMI act hi M6P	FLuc act counter	Diaph act CS	HMGR II inh	TNAP inh hi DEA	Diaphorase inh	TNAP act hiacc
COc1ccc(N2CCN(C(=O)C3CCCO3)CC2)cc1 (stereo unspecified)	0.8	-4	4	0.9	1	0.8	0	1	18	1
Clc1c(CSc2nc3ccccc3o2)nc2sccn12	0.8	-12	-16	0.8	0.9	0.9	-3	-4	15	1
O=[N+]([O-])c1cc(C(F)(F)F)ccc1NCCNC(=S)Nc1ccc(Cl)cc1	0.8	4	4	0.9	1	0.8	-3	10	23	0.9
Cc1cc(C(=O)N/N=C/c2ccco2)c2ccccc2n1	1.1	-9	-4	1	1.1	0.9	0	-6	9	1.1
CC(=O)N1CCN(C(=S)c2ccc(Cl)cc2)CC1	1	-13	4	1.1	1	1	-4	-1	-3	1
CC(=O)N(c1ccccc1Cl)S(=O)(=O)c1ccc(Cl)cc1	1	-20	6	1	1	1	0	-3	-3	1
CC(=O)Nc1ccc(NC(=O)Cc2ccc(S(=O)(=O)N3CCCCC3)s2)cc1	0.8	2	14	0.8	1.1	0.9	-7	-1	14	1
Cc1ccc2nsnc2c1NC(=O)Cc1ccc(Cl)cc1	1	-2	0	1	1	1	-4	2	0	1
CC1CCN(S(=O)(=O)c2ccc(NC(=O)CSc3nnnn3C)cc2)CC1	0.9	-12	-12	0.9	1.1	0.8	-4	-4	16	1
NC(N)=NC(N)=NCCc1ccccc1	0.9	-11	17	0.6	1	1	-6	-6	-1	1.1
Cc1cc(C)c(NS(=O)(=O)c2ccc(NC(=O)/C=C/C(=O)O)cc2)c(C)c1	1.2	-8	6	1.2	1	1	-4	-5	0	1.1
Cc1ccc(S(=O)(=O)CCc2nc3ccccc3[nH]2)cc1C	1.1	-15	8	1.1	1	1.1	-5	-5	-9	1
CC[n+]1c(-c2ccccc2)csc1Nc1c(C)n(C)n(-c2ccccc2)c1=O	1.1	-46	-2	1.1	1.1	0.9	0	-13	8	1.1
O=C1NC(c2ccccc2)(C(F)(F)F)SC2=CCCCCN12 (stereo unspecified)	0.8	-10	6	0.9	1	0.9	0	0	11	1
CCOC(=O)C1CCCN(c2ncnc3c2cnn3-c2cccc(C)c2)C1 (stereo unspecified)	1.1	-3	1	1	1	0.9	1	2	12	1
COC(=O)c1cc(Cl)c(NS(=O)(=O)c2ccccc2)cc1OC	0.9	-12	-2	1	1.1	0.9	0	-5	15	1.1
O=c1c2ccccc2cnn1Cc1n[nH]c(=S)n1-c1cc(Cl)cc(Cl)c1	0.9	61*	1	0.9	1	0.7	-11	7	27	0.9
Cn1c(=S)[nH]c2scc(-c3cccs3)c2c1=O	1.2	-5	0	1.1	1.1	0.7	-7	-5	32	1.1
Cc1cc(C)n(Cc2ccc(Cl)c(Cl)c2)c(=O)c1S(=O)(=O)c1ccccc1	0.9	-9	-9	0.9	1	0.9	1	2	14	1
COc1ccc(-c2cc(-c3c(O)c(OC)c4occc4c3OC)[nH]n2)cc1	0.9	-28	2	0.9	1	0.8	-6	-1	24	1

Next section, starting with the last two of the part before.
SMILES	PMI act	TNAP inh no acc	G6PDH counter	PMI act hi M6P	FLuc act counter	Diaph act CS	HMGR II inh	TNAP inh hi DEA	Diaphorase inh	TNAP act hiacc
Cc1cc(C)n(Cc2ccc(Cl)c(Cl)c2)c(=O)c1S(=O)(=O)c1ccccc1	0.9	-9	-9	0.9	1	0.9	1	2	14	1
COc1ccc(-c2cc(-c3c(O)c(OC)c4occc4c3OC)[nH]n2)cc1	0.9	-28	2	0.9	1	0.8	-6	-1	24	1
CC(C)(C)NC(=O)C1CCN(C(=O)c2ccc(-c3ccccc3)cc2)CC1	1	-6	6	1	1	1	-2	-8	2	1.1
COC(=O)C1=C(C)N(C)C(=O)NC1c1ccc(O)c(OC)c1 (stereo unspecified)	1.1	-7	2	1	1	1	0	-3	-1	1
CC(=O)NCCOc1nc(N(C)C)nc(N(C)C)n1	0.9	-9	-4	1	1.1	0.9	-2	-3	7	1
Cc1c(-c2ccccc2)[n+](=O)c2c(n1[O-])CCCCC2	1.1	-12	8	1.1	1	0.9	5	-2	6	1
COc1ccc(-c2oc3ncn(CCN4CCOCC4)c(=N)c3c2-c2ccc(OC)cc2)cc1	0.8	-6	-51	0.8	1	0.9	3	-5	11	1
COc1ccc(OC)c(NC(=O)CSc2nnc(Cc3cccn3C)n2-c2ccc(F)cc2)c1	0.9	-13	8	0.9	1	0.8	-2	-4	24	1
Brc1ccc2[nH]c3nc(SCCN4CCOCC4)nnc3c2c1	1.4	-5	2	1.4	1	1	-3	2	3	1
COc1cc(Cl)c(C)cc1NC(=O)CSc1ccccc1	0.9	19	-4	1	1.1	0.8	1	3	25	1
COc1ccc(/C(O)=C2\C(=O)C(=O)N(CC3CCCO3)C2c2cc(OC)ccc2OC)cc1 (stereo unspecified)	0.9	-6	8	0.9	1.1	0.8	2	-4	15	1
Oc1ccc(/C=N/Nc2cccc3cccnc23)c(O)c1	1.4	-14	-33	1.8	0.8	0.8	-10	7	18	0.9
CCN(CC)CCOC(=O)c1ccc(NC(=O)c2ccc(Cl)c(S(=O)(=O)N3CCCCCC3)c2)cc1	1.1	-4	7	1.1	1.1	1.1	-2	-4	-6	1
CCC(C)(C)n1nnnc1CN1CCN(C(c2ccccc2)c2ccccc2)CC1	0.9	-10	0	1	1.1	0.8	4	-5	17	1.1
CC(=O)Nc1cccc(/C(C)=N/Nc2nc3ccccc3s2)c1	0.9	-17	1	0.9	0.9	0.9	4	2	15	1
COCCCn1c(SCC(=O)Nc2ccc(C(=O)OC)cc2)nc2ccccc2c1=O	1.1	-8	5	1	1	1	-1	-8	1	1.1
Cc1cc(=O)n2nc(N3CCCC(C(=O)N4CCN(c5ccccc5)CC4)C3)sc2n1 (stereo unspecified)	1	-14	0	1	1	0.9	-1	-6	14	1.1
COc1ccc(C2CC(c3c(-c4ccccc4)c4cc(Cl)ccc4[nH]c3=O)=NN2C(=O)CCC(=O)O)cc1 (stereo unspecified)	0.8	-2	22	0.9	1	0.8	3	0	20	1
Cn1cc([N+](=O)[O-])c(C(=O)N/N=C/c2ccc3c(c2)OCO3)n1	1.1	-4	3	1	0.9	1.1	-6	-1	-11	1
Cc1ccc(OCCn2c(NC(=O)c3ccco3)nc3ccccc32)cc1	0.8	-4	-1	0.9	1	0.8	-3	-2	20	1
CC1CCCC(C)N1CC(O)COc1c(F)cc(Br)cc1F (stereo unspecified)	1.1	-13	1	1	1	1	-7	-2	4	1
Cc1cccc(N=c2c([N+](=O)[O-])nn(-c3ccc(Cl)cc3)n2O)c1	1	-4	5	1	1.1	0.8	-3	-1	16	1

Part of the list above in order of heavy-atom count, lowest first:
SMILES	PMI act	TNAP inh no acc	G6PDH counter	PMI act hi M6P	FLuc act counter	Diaph act CS	HMGR II inh	TNAP inh hi DEA	Diaphorase inh	TNAP act hiacc
Brc1ccc2[nH]c3nc(SCCN4CCOCC4)nnc3c2c1	1.4	-5	2	1.4	1	1	-3	2	3	1
Cc1cccc(N=c2c([N+](=O)[O-])nn(-c3ccc(Cl)cc3)n2O)c1	1	-4	5	1	1.1	0.8	-3	-1	16	1
CCN(CC)CCOC(=O)c1ccc(NC(=O)c2ccc(Cl)c(S(=O)(=O)N3CCCCCC3)c2)cc1	1.1	-4	7	1.1	1.1	1.1	-2	-4	-6	1

The listing continues.
SMILES	PMI act	TNAP inh no acc	G6PDH counter	PMI act hi M6P	FLuc act counter	Diaph act CS	HMGR II inh	TNAP inh hi DEA	Diaphorase inh	TNAP act hiacc
CC(C)C(=O)Nc1cccc(-c2csc(-c3ccccc3)n2)c1	0.8	4	-17	0.9	1	0.8	-1	2	16	1
Cn1c(SCC(=O)NCC2CCCO2)nnc1-c1c[nH]c2ccccc12 (stereo unspecified)	0.9	6	13	0.9	1	0.9	-6	2	7	1
C=CCn1c(C)cc(C(=O)COc2ccc(C)nc2[N+](=O)[O-])c1C	0.9	1	3	0.6	0.9	0.7	-3	4	28	1
Cc1ccnc(N2CCN(C(=O)CSc3nc4ccccc4nc3N3CCCCC3)CC2)c1	0.8	-8	-26	0.9	1.1	0.6	1	-6	41	1.1
Nc1c(C(=O)O)cnc2c(-c3ccc(Cl)cc3)cnn12	1.1	-14	-1	1	0.4	0.8	-3	-8	20	1.1
Fc1ccc(-c2nnc(CN3CCC(c4nc5ccccc5s4)CC3)o2)cc1	0.8	-9	-1	0.9	1	0.8	2	-4	23	1
Cn1nnnc1SCC(=O)NC(=O)NCc1ccccc1	1.1	-7	4	1.1	1.1	1	-6	0	2	1
CC(=C/C(=O)O)/C=C/c1ccco1	1.2	-13	1	1.2	1.1	1	0	-5	5	1.1
COC(=O)CCC(=O)NNC(=O)Cc1ccccc1	1	-10	6	1	1.1	0.9	2	-6	14	1.1
COC(=O)c1c(-c2cc(C)ccc2C)csc1NC(=O)C1CC=CCC1C(=O)O (stereo unspecified)	1	2	3	1	1.1	0.9	-1	-2	6	1
Cc1ccc(S(=O)(=O)C(C#N)c2nc3ccccc3nc2OCCO)cc1 (stereo unspecified)	1.2	-5	7	1.1	1.1	1	-2	-3	0	1
COc1ccc(CN2CCN(C(=O)c3cccnc3)CC2)cc1Br	0.9	-8	10	1	1	0.8	0	-1	18	1
CCc1ccccc1NC(=O)C1c2ccccc2Oc2ccccc21	1	-14	-5	1	1.1	0.9	-2	-10	11	1.1
COc1ccc(N2C(=O)CC(NC3CCCCNC3=O)C2=O)cc1 (stereo unspecified)	1	-6	0	1	1.1	0.9	1	0	8	1
CC(=O)Nc1ccc(S(=O)(=O)NCCc2ccccc2)cc1	1	-8	1	1	1	1.1	-5	-4	-8	1
CN1CSC2=C(C#N)C(c3cccc(OCc4ccccc4)c3)CC(=O)N2C1 (stereo unspecified)	0.7	1	14	0.4	1.1	0.8	-1	-4	17	1
COc1cccc(/C=N/n2c(=S)n(C)c3ccccc32)c1OC	0.9	0	5	0.9	0.9	0.8	-5	-4	16	1
Cc1oc(-c2nc3ccccc3n2C)cc1C(=O)c1ccccc1	1.3	-16	6	1.4	0.1	0.9	1	-1	10	1
COC(=O)Cc1cc(=O)n(-c2ccccc2)[nH]1	0.9	-5	3	1	1	0.9	3	2	12	1
CCN(CC)S(=O)(=O)c1ccc(OC)c(NC(=O)Cc2cccs2)c1	1.1	-11	14	1.1	1.1	0.7	-10	-6	25	1.1
COc1cccc(-c2noc(C3CCCN(C(=O)CC(C)(C)C)C3)n2)c1 (stereo unspecified)	0.9	-2	-1	1	0.9	0.9	-2	1	9	1

Screening results: PubChem BioAssay, several laboratories
